Screening results from PubChem BioAssay.
p53null 32C tox = qHTS Screen for Compounds that Selectively Target Cancer Cells with p53 Mutations: Cytotoxicity of p53 Null Cells at the Permissive Temperature; H1299-neo p53 null cells, ATP luminescence, 24 h, 32C; Potency, µM (top dose mostly 46.1 µM), inactives show at the top dose activity change, negative = cytotoxicity, most hits filed as cytotoxic; 0.62% of 55,000 active; AID 903, 2007;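 further: 0% = DMSO only and -100% = full killing by 100 µM tamoxifen; nearly all actives have a fitted effect of over 55% in size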
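Luminescent ATP readout gave cell viability of p53-null H1299-neo cells after a 24 h compound exposure at the permissive 32C. Titrations ran up to 46 uM, and AC50s were fitted with the standard Hill equation.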
p53null 39C tox = qHTS Screen for Compounds that Selectively Target Cancer Cells with p53 Mutations: Cytotoxicity of p53 Null Cells at the Nonpermissive Temperature; H1299 p53-null (neo) cells, 39C, ATPlite viability, 24 h; Potency, µM (top dose mostly 46.1 µM), inactives show at the highest dose activity, negative = cell killing, actives largely listed as cytotoxic; 0.97% of 55,000 active; AID 904, 2007;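 further: 0% = DMSO only and -100% = full killing by 100 µM tamoxifen; nearly all actives have a fitted effect of over 50% in size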
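Concentration-response (up to 46 uM) was run for 24 h at the nonpermissive 39C on H1299-p53A138V or H1299-neo cells. ATP content was measured with ATPlite luminescence. AC50 values were Hill-modeled after normalizing between DMSO and 100 uM tamoxifen killing.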
* marks the source's active call; other numbers are inactive results; u = inconclusive; x = not tested or not shown; [ ] = dose if it differs, or a comment. The call rests on the fitted dose curve; in most records, active means well fitted cell-killing curve with a large enough effect; inconclusive means small, poorly fitted or top-dose-only effect; inactive means no such curve, though single readings can be large or run the other way. Potency means the concentration at half of the fitted maximal effect. The list is partial. The share of hits here may be higher or lower than overall.

(1) CC(C)(C)N=C1NN=C(c2cc3ccccc3o2)CS1
(2) CCOc1ccc(OCC(O)CNC2CCN(Cc3ccccc3)CC2)cc1 (stereo unspecified)
(3) CCOc1ccc(-n2c(C)cc(C(=O)NS(=O)(=O)c3ccc(C)cc3)c2C)cc1
(4) CCCNC(=O)CSc1nnc(-c2ccccc2Br)n1-c1cccc(C(F)(F)F)c1
(5) COc1ccc(S(=O)(=O)N2CCCCCC2)cc1N(C)S(=O)(=O)c1ccc(C)cc1

screen / no.,1,2,3,4,5
p53null 32C tox,x,x,x,x,x
p53null 39C tox,-19%,5%,1%[1.84 µM],34%[activator],-2%[1.84 µM]

(6) COc1cc2c(cc1OC)CN(Cc1cc(=O)oc3c(C)c(C)ccc13)CC2
(7) COc1cc(C(=O)NCc2nnc(SCC(=O)Nc3nc4ccc(C)cc4s3)o2)cc(OC)c1OC
(8) CP(C)(=O)CCP(=O)(c1ccccc1)c1ccccc1
(9) CCc1nnc(NC(=O)CSc2ccc(-c3nc4ccc(C)cc4[nH]3)cn2)s1
(10) CC(=O)c1c(C)[nH]c(C(=O)COC(=O)c2ccc3c(=O)n4c(nc3c2)CCC4)c1C

screen / no.,6,7,8,9,10
p53null 32C tox,x,x,x,x,x
p53null 39C tox,-3%[1.84 µM],20%,-12%[1.84 µM],-8%,3%[1.84 µM]

(11) CC(C)(C)NC(=O)COC(=O)c1ccccc1OCC(=O)Nc1ccc(Br)cc1
(12) Cc1csc(NC(=O)c2cc(-c3ccccc3)nc3ccccc23)n1
(13) O=C(CSc1nc2ccccc2c(=O)n1-c1ccccc1)N1CCc2ccccc21
(14) Cc1ccccc1OCCCSc1nc2ccccc2[nH]1
(15) COc1cccc(-c2nn(-c3ccccc3)cc2C(=O)OCC(=O)Nc2ncc(Cl)cc2Cl)c1

screen / no.,11,12,13,14,15
p53null 32C tox,x,x,x,x,x
p53null 39C tox,8%,-12%[1.84 µM],3%[1.84 µM],14%,1%

(16) COc1ccc(C(NC(=O)c2ccc(F)cc2)c2ccccc2)cc1 (stereo unspecified)
(17) Cc1cccc(-n2c(SCN3C(=O)c4ccccc4C3=O)nc3ccccc3c2=O)c1
(18) O=[N+]([O-])c1cc(C(F)(F)F)c(Cl)cc1N1CCN(CCO)CC1
(19) O=c1c2ccccc2[nH]c(=S)n1-c1cccc(S(=O)(=O)N2CCCC2)c1
(20) CC(=O)Nc1ccc(C2=NNC(=NCC3CCCO3)SC2)cc1 (stereo unspecified)

screen / no.,16,17,18,19,20
p53null 32C tox,x,x,x,x,x
p53null 39C tox,0%[1.84 µM],10%[1.84 µM],20%,3%[1.84 µM],0%[1.84 µM]

(21) O=C(OCC(=O)N1CCCc2ccccc21)c1cncc(Br)c1
(22) Cc1ccc(C(=O)COC(=O)CN2C(=O)C3C4CCC(C4)C3C2=O)cc1[N+](=O)[O-] (stereo unspecified)
(23) COc1ccc(C(=O)CN2CC(C)SC2=Nc2ccc(Cl)cc2)cc1 (stereo unspecified)
(24) Cc1nn(-c2ccc(F)cc2)c(Cl)c1/C=C/C(=O)OCC(=O)Nc1ccc(F)cc1F
(25) CCOC(=O)c1sc2ccccc2c1OC(=O)c1ccc(C)cc1

screen / no.,21,22,23,24,25
p53null 32C tox,x,x,x,x,x
p53null 39C tox,25%,7%,4%,5%[1.84 µM],4%[1.84 µM]

(26) O=C(CSc1ccc2c(c1)OCCO2)NCCc1ccc(Cl)cc1Cl
(27) CC(=O)c1ccc2c(c1)Cc1cc(C(C)=O)ccc1-2
(28) O=C(N/N=C/c1cccc([N+](=O)[O-])c1)C1CC(=O)N(c2ccc(Br)cc2)C1 (stereo unspecified)
(29) Cc1ccc(CCSc2ccc(C(C)C)cc2)cn1
(30) CCc1ccc(-c2csc(NC(=O)Oc3ccccc3)n2)cc1

screen / no.,26,27,28,29,30
p53null 32C tox,x,x,x,x,x
p53null 39C tox,-17%[1.84 µM],0%[1.84 µM],32%,43%,-10%

(31) COc1cc(NC(=S)NCCC(c2ccccc2)c2ccccc2)c(OC)cc1Cl
(32) Cc1cccc(NC(=O)Cn2c(/C=C/c3ccccc3)nc3ccccc32)c1
(33) O=[N+]([O-])c1cc(Cl)ccc1N1CCN(c2cccc(C(F)(F)F)c2)CC1
(34) CN(C)S(=O)(=O)c1ccc(NC(=O)COc2ncnc3c2cnn3-c2ccccc2)cc1
(35) CCC(c1nnc(SCC(=O)Nc2ccc(Cl)cc2C(F)(F)F)n1C1CCCCC1)N(C)C (stereo unspecified)

screen / no.,31,32,33,34,35
p53null 32C tox,x,x,x,x,x
p53null 39C tox,18%[1.84 µM],0%[1.84 µM],17%,-3%[1.84 µM],24%

(36) O=C(NCC(c1cccs1)N1CCOCC1)c1ccc([N+](=O)[O-])cc1 (stereo unspecified)
(37) COc1cc(C(=O)Nc2ccc(N3CCOCC3)cc2)ccc1OCc1c(C)noc1C
(38) COc1ccc(CC(=O)N(c2ccccc2)c2nc(C)cs2)cc1
(39) COc1cccc(NC(=O)CN(C)C(=O)COc2ccc3ccccc3c2)c1
(40) COc1ccc(Cl)cc1NC(=S)NCCSc1ccc(C)cc1

screen / no.,36,37,38,39,40
p53null 32C tox,x,x,x,x,x
p53null 39C tox,0%[1.84 µM],8%,11%,6%[1.84 µM],u

(41) O=C(CSCc1ccccc1Br)N/N=C/c1ccc(OCC(=O)N2CCCCC2)cc1
(42) Cc1ccc(N(C(=O)c2cc3ccccc3oc2=O)C2C=CS(=O)(=O)C2)cc1 (stereo unspecified)
(43) COc1ccc(/C=N/Nc2cc(OC)ncn2)cc1
(44) COc1ccc(NC(=O)CNS(=O)(=O)c2ccc(Cl)cc2)cc1
(45) CC(C)NC(=O)c1cc2ccccc2o1

screen / no.,41,42,43,44,45
p53null 32C tox,x,x,x,3%,-6%
p53null 39C tox,0%,22%[1.84 µM],9%[1.84 µM],-11%,-18%

(46) O=C(Nc1cccnc1)c1cc(-c2ccccc2)on1
(47) Cn1c(=O)c2c(nc(SCC(=O)NCc3ccc4c(c3)OCO4)n2Cc2ccc(F)cc2)n(C)c1=O
(48) Cc1ccc(S(=O)(=O)Nc2ccc(C(=O)Nc3cc(C)on3)cc2)cc1
(49) COc1ccc(CNC(=O)C2CCCN(c3nccc(C)n3)C2)cc1 (stereo unspecified)
(50) CC(=O)OC(C(=O)N1CCN(c2ccc(F)cc2)CC1)c1ccccc1 (stereo unspecified)

screen / no.,46,47,48,49,50
p53null 32C tox,4%,-5%,-3%,-7%,-1%
p53null 39C tox,2%,-8%,-9%,13%,-1%

(51) CC1Cc2ccccc2N1C(=O)CSc1nnc2c(n1)[nH]c1ccc(F)cc12 (stereo unspecified)
(52) CC(C)Oc1ccc(Cn2c(-c3ccco3)n[nH]c2=S)cc1
(53) Cc1ccc(OCCn2c(=O)sc3ccccc32)cc1
(54) CC(=O)NCC(=O)OCN1C(=O)c2ccccc2C1=O
(55) Cc1ccc(/C(N)=N/OC(=O)c2ccco2)cc1

screen / no.,51,52,53,54,55
p53null 32C tox,-6%,10%,u,0%,-11%
p53null 39C tox,5%,17%,-27%,-2%,-12%

(56) CC(O)C(O)C(O)C(O)/C=N/NC(=O)c1ccccc1 (stereo unspecified)
(57) c1cncc(Oc2cccc(Oc3cccnc3)c2)c1
(58) COc1ccc(OC)c(NS(=O)(=O)c2ccc(SC)cc2)c1
(59) COc1ccc(-c2nc(N3CCCC3)[nH]c(=O)c2C#N)cc1
(60) Cc1cccc2cc(CN(Cc3nnnn3C3CCCCC3)C3CCCC3)c3nnnn3c12

screen / no.,56,57,58,59,60
p53null 32C tox,-11%,-9%,21%,3%,18%
p53null 39C tox,14%,-10%,9%,-8%,9%

(61) CCOc1cc(/C=N/NC(=O)C(=O)NC2CC2)cc(Br)c1O
(62) c1csc(-c2nc3ccccc3[nH]2)c1
(63) CSc1nnc(-c2cnccn2)n1C
(64) CC(=O)c1c(C)oc2c1C(=O)c1ccccc1C2=O
(65) Cc1ccc(CN2CCc3c(OCc4ccc(F)cc4)cccc3C2=O)cc1

screen / no.,61,62,63,64,65
p53null 32C tox,-3%,-29%,-2%,3%,16%
p53null 39C tox,12%,-28%,-3%,1%,16%

(66) O=C(c1ccc(COc2c(F)c(F)cc(F)c2F)o1)N1CCN(c2ccccc2)CC1
(67) COC(=O)C(NC(=O)c1ccco1)(Nc1cc(C)ccn1)C(F)(F)F (stereo unspecified)
(68) COC(=O)C1=C(C(=O)OC)C2(OC1c1ccccc1C)C(=O)c1ccccc1C2=O (stereo unspecified)
(69) Nc1nc(-c2ccccc2Br)cs1
(70) CCOC(=O)C1CCN(C(=O)c2ccc3snnc3c2)CC1

screen / no.,66,67,68,69,70
p53null 32C tox,-6%,7%,-13%,-4%,5%
p53null 39C tox,13%,6%,29%,-10%,9%

(71) COC(=O)c1cc(OC)c(OC)cc1NC(=O)c1cccnc1
(72) CCn1nc(C)c(NS(=O)(=O)c2ccc(C)cc2)c1C
(73) CN1CCN(c2ncccc2S(=O)(=O)N2CCCCC2)CC1
(74) O=C(CCSc1ccc(Cl)cc1)N1CCOCC1
(75) CCNC(=S)NNC(=O)c1cccnc1

screen / no.,71,72,73,74,75
p53null 32C tox,-7%,-11%,7%,12%,-3%
p53null 39C tox,-4%,31%,9%,7%,-3%

(76) O=C(Nc1cc2c(cc1Cl)OCCO2)c1ccco1
(77) Cc1ccc(-c2nnn(CC(=O)NCCC3=CCCCC3)n2)cc1
(78) O=C(Nc1cccnc1)/C(N=Nc1cccnc1)=C(\O)c1ccccc1
(79) Cc1ccc(-c2nn(CC(=O)O)c(=O)c3ccccc23)cc1
(80) CC(=O)Nc1ccc(S(=O)(=O)N2CCN(c3ccc([N+](=O)[O-])c(NCCN4CCOCC4)c3)CC2)cc1

screen / no.,76,77,78,79,80
p53null 32C tox,-25%,-12%,0%,-2%,0%
p53null 39C tox,-21%,u,22%[1.84 µM],-1%,12%

(81) COc1ccc(-c2nc(C)sc2CC(=O)O)cc1
(82) CC(C)CCSc1nc2c(c(=O)[nH]c(=O)n2C)n1CCc1ccccc1
(83) OCCN1CCN(C2Cc3cc(Cl)ccc3Sc3ccc(Cl)cc32)CC1 (stereo unspecified) (tested in a mixture with another compound)
(84) CCCN1CNC(=S)N(c2cc(C)ccc2C)C1
(85) O=C(Cc1cccs1)Nc1nnc(SCc2ccc(F)cc2)s1

screen / no.,81,82,83,84,85
p53null 32C tox,-1%,1%,-15%,7%,7%
p53null 39C tox,10%,3%,-6%,34%,6%

(86) Cc1nc(SCCCSc2n[nH]c(C)n2)n[nH]1
(87) O=C1CN=C(Nc2ccccc2Cl)N1Cc1ccc2c(c1)OCO2
(88) CCOC(=O)c1csc(NC(=O)CSc2nnnn2-c2ccc3c(c2)OCCO3)n1
(89) O=C(c1ccccc1NS(=O)(=O)c1cccs1)N1CCOCC1
(90) Cc1ccc(-n2ncc3c(=O)n(CC(=O)N4CCN(c5ccccc5F)CC4)cnc32)cc1C
(91) CCC(=O)N1CCc2cc(Br)cc(S(=O)(=O)N3CCCCCC3)c21

screen / no.,86,87,88,89,90,91
p53null 32C tox,-2%,7%,5%,-10%,-7%,-5%
p53null 39C tox,14%,6%,12%,-5%,-20%,-1%
